# Compound activity as filed in PubChem BioAssay.
# S3 lipid droplet: qHTS Assay for Lipid Storage Modulators in Drosophila S3 Cells | Drosophila S3 cells, BODIPY lipid droplet fluorescence, 18-24 h; cells fed with added oleic acid | Potency in µM for hits, for the others lipid storage change, negative = inhibition, % at the top dose, mostly 46.1 µM | hit rate 0.64% among 320,000 | AID 2685; active means well fitted inhibition curve with a large enough effect in the signal ratio, with a control signal flat, not every such curve was filed as active; inconclusive means small, poorly fitted or top-dose-only effect, or effect the other way, or a change in a side signal; the % refers to the signal ratio
#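 Laser-scanning cytometry quantifies lipid droplet accumulation (500–530 nm total intensity; droplet/cell object ratio) in oleic acid-fed (400 uM added) Drosophila S3 cells treated with a concentration series. 20 uM Triacsin C defined 100% inhibition.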
# S3 lipid droplet cell count max: also measured in S3 lipid droplet; calls as there; cell number change, %; measured here: cell count max response;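 cells counted by Cell Tracker Red CMTPX staining in the red channel; peak over a dose series mostly up to 46.1 µM; percent activity relative to internal control wells on each plate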
# * marks the source's active call; other numbers are inactive results; i = inactive; ? = inconclusive; nt = no result given; [ ] = remark or other dose. On the % scale 0 is the no-effect control and ±100 the full control effect; potency means the concentration at half of the fitted maximal effect. Some of the compounds tested; count on the stated rates, not on these rows.
# Screens in order: S3 lipid droplet, S3 lipid droplet cell count max
CC(OC(=O)C(C)Oc1ccccc1)C(=O)Nc1ccc(S(=O)(=O)N2CCCCC2)cc1 (stereo not given)
    ?, nt
CN(C(=O)CSc1nnc(C(F)(F)F)n1N)C1CCS(=O)(=O)C1 (stereo not given)
    ?, nt
O=C(C1CCCO1)N1CCN(C(c2ccccc2)c2ccccc2)CC1 (stereo not given)
    -19.9%, 5.4
O=C(CSc1ncnc2ccccc12)Nc1cccc(S(=O)(=O)N2CCOCC2)c1
    i, nt
COc1ccc(/C=C/c2nc(N)nc(-c3ccccc3O)n2)cc1OC
    ?, nt
N=c1sccn1CC(=O)Nc1cccc(Oc2ccccc2)c1
    23.1%, -21.7
Cc1cc(-c2ccc(C)c(S(=O)(=O)NCCc3ccc(S(N)(=O)=O)cc3)c2)on1
    i, -6.7
O=C(OCC(=O)c1cccs1)c1ccccc1
    ?, nt
Cc1nc(=O)c(-c2ccccc2)c(C)n1CCO
    -6.1%, -10.2
Cc1ccc(/C=C2/NC(=O)N(Cc3ccccc3F)C2=O)o1
    -9.0%, -21.3
N/C(=N\OC(=O)CCC1CCCC1)c1ccc(Cl)cc1
    9.6%, nt
O=C(c1ccco1)N1CCN(Cc2cc(=O)c(OCc3cccc(Cl)c3)co2)CC1
    ?, nt
O=C(NCC1COc2ccccc2O1)c1ccc(NC(=O)c2ccco2)cc1 (stereo not given)
    ?, nt
Cn1nc(C(F)(F)F)c(C(=O)Nc2cccc(C(F)(F)F)c2)c1SCc1ccc(Cl)cc1
    12.8%, 2.9
COc1ccc(Cl)cc1N1C(=O)C2CCCN2C1c1ccc(F)c(F)c1 (stereo not given)
    ?, nt
Cn1c(-c2cccs2)[n+](C)c2ccccc21
    ?, nt
Cc1cc(=O)oc2cc(OCCSCCN3CCCC3)ccc12
    1.7%, 5.9
CCN(c1ccc(C)cc1C)S(=O)(=O)c1nnc(NC(=O)C(C)(C)C)s1
    ?, nt
O=C1c2ccc(Oc3ccc4c(c3)C(=O)N(CCCO)C4=O)cc2C(=O)N1CCCO
    ?, nt
CC(C)N(Cc1nccn1C)C(=O)c1ccc2oc(CCCc3ccccc3)nc2c1
    i, -19.6
CCN(CC(=O)NC(C)C)Cc1nc2c(Br)cc(Br)cc2c(=O)[nH]1
    ?, nt
CCC(C)(C)NC(=O)C(c1ccccc1F)N(C(=O)c1ccn[nH]1)c1ccccc1 (stereo not given)
    1.4%, -4.9
O=C(CSCc1ccco1)Nc1cc(C(F)(F)F)ccc1N1CCOCC1
    13.8%, -7.6
Brc1nnc2n1-c1ccccc1Sc1ccccc1-2
    0.0%, -19.5
CCOc1ccc(C(Nc2cccnc2)c2cc(Cl)c3cccnc3c2O)cc1 (stereo not given)
    -3.2%[9.22 µM], -1.0
CCS(=O)(=O)N1CCN(C2CCC(c3ccccc3)CC2)CC1 (stereo not given)
    ?, nt
Cc1cccc(COc2ccc(/C=N/NC(=O)c3nnn(-c4nonc4N)c3C)cc2)c1
    -3.2%, 11.5
CC(C)CN1CCC(=O)N([C@H](CSc2ccc(Br)cc2)c2ccccc2)CC1
    6.0%, 1.5
Cc1cc2oc(=O)cc(COC(=O)Cn3cnnn3)c2cc1C(C)C
    9.8%, 15.1
CCCCCCNC(=O)c1cc(-c2ccco2)nc2ccccc12
    0.7%, -17.2

# Reformatted: two of the compounds above
structure	S3 lipid droplet	S3 lipid droplet cell count max
COc1ccc(Cl)cc1N1C(=O)C2CCCN2C1c1ccc(F)c(F)c1 (stereo not given)	?	nt
Cn1c(-c2cccs2)[n+](C)c2ccccc21	?	nt

# Continuation.
# Screens in order: S3 lipid droplet, S3 lipid droplet cell count max
COc1cc(C)c(-c2cc(C(=O)O)c(C)o2)cc1C(C)C
    ?, nt
CCOc1ccc(CN2CCNC(=O)C2CC(=O)NCc2ccccn2)cc1 (stereo not given)
    9.8%, 14.0
Cc1ccc(Sc2ncccc2C(=O)NCc2cc([N+](=O)[O-])ccc2O)c(C)c1
    ?, nt
COc1ccc(N(CC(=O)N2CCN(c3cccc(Cl)c3)CC2)S(=O)(=O)c2c(C)noc2C)cc1
    ?, nt
COC(=O)c1ccccc1NC(=O)c1c(O)c2c([nH]c1=O)CCCC2
    i, 17.6
CN(c1ccccc1)S(=O)(=O)c1ccc(C(=O)NCCc2ccc(F)cc2)cc1
    ?, nt
O=C(Nc1ccccc1C(=O)O)c1cccc(NS(=O)(=O)c2ccc(Br)cc2)c1
    ?, nt
CCOc1ccc(NC(=O)[C@H](Cc2ccccc2)NC(=O)C2CCNCC2)cc1
    -3.9%, 12.4
CN1C(=O)OC2(C)CCc3ccccc3C12C (stereo not given)
    -4.5%, 6.0
Cn1c(=O)c(Sc2ccccc2)c(O)c2ccccc21
    ?, nt
O=C(CCN1C(=O)/C(=C\c2ccccc2)SC1=S)NNC(=O)c1ccncc1
    ?, nt
Cc1ccccc1OCC(=O)N(Cc1nc(-c2ccccc2)no1)C(C)C
    ?, nt
Cc1ccc(Cl)c(OCCN2CCc3ccccc3C2)c1
    ?, nt
CCOC(=O)N1CCN(Cc2nc(N)nc(Nc3ccc(Cl)cc3)n2)CC1
    ?, nt
CCC(c1nnnn1C(C)(C)CC)N1CCN(c2ccccc2F)CC1 (stereo not given)
    ?, nt
CC1=C(C(=O)Nc2ccccn2)C(c2ccccc2Cl)NC(=S)N1 (stereo not given)
    ?, nt
O=C(CSc1nnc(NC(=O)C2CC2)s1)Nc1ccccc1
    ?, nt
CCc1ccc(-c2csc3[n+]2CCN3C(C)=O)cc1
    6.8%, 1.2
CC(/C=N\NC(=O)Cn1cncn1)=C/c1ccc(C(C)C)cc1
    ?, nt
CN1C(=O)c2ccc(NC(=O)c3ccc(N4CCCCC4)c([N+](=O)[O-])c3)cc2C1=O
    -0.2%, -6.6
Clc1cccc2sc(N3CCN(c4ccccc4)CC3)nc12
    -3.8%, -10.7
NC(=O)C1CCN(C(=O)CN(c2cccc(C(F)(F)F)c2)S(=O)(=O)c2ccccc2)CC1
    ?, nt
Cc1c(C(=O)NCC2COc3ccccc3O2)oc2ccc(S(=O)(=O)N3CCOCC3)cc12 (stereo not given)
    ?, nt
CCC1(C)Cc2c(sc3nc(SC)[nH]c(=O)c23)CO1 (stereo not given)
    ?, nt
CN1C(=O)C(C)(C)c2cc(S(=O)(=O)N3CCN(c4cccc(Cl)c4)CC3)ccc21
    -5.4%, -7.2
Cc1nc2cc(-c3cccc(F)c3)nn2c(C)c1CCC(=O)NC(C)CCc1ccco1 (stereo not given)
    ?, nt
COc1ccc2[nH]c(N=Nc3ccccc3C)c(O)c2c1
    ?, nt
Cc1ccccc1CNC(=O)CCC(=O)N1Cc2ccccc2Oc2ncccc21
    i, 1.2
CCCc1cc(C(=O)OC)c(NC(=O)OCC)s1
    ?, nt
O=C(NCCc1c[nH]c2ccccc12)C(=O)NCC1OCCCN1S(=O)(=O)c1ccc(F)cc1 (stereo not given)
    ?, nt

# Reprinted from the part before: 3 compounds, then new ones.
# Screens in order: S3 lipid droplet, S3 lipid droplet cell count max
Cc1ccccc1CNC(=O)CCC(=O)N1Cc2ccccc2Oc2ncccc21
    i, 1.2
CCCc1cc(C(=O)OC)c(NC(=O)OCC)s1
    ?, nt
O=C(NCCc1c[nH]c2ccccc12)C(=O)NCC1OCCCN1S(=O)(=O)c1ccc(F)cc1 (stereo not given)
    ?, nt
COc1cc(NC(=O)c2noc3c2CCC3)c(OC)cc1Cl
    i, -0.8
COc1ccc(C(=O)NCCc2nnc3ccc(SCC(=O)N4CCCC4)nn23)cc1
    ?, nt
COc1ccc(F)cc1S(=O)(=O)N1CCCC(C)C1 (stereo not given)
    ?, nt
O=C(NCCCn1ccnc1)c1ccc(NS(=O)(=O)c2cccc([N+](=O)[O-])c2)cc1
    ?, nt
Cc1nnc2c(N3CCN(C(=O)c4ccco4)CC3)nc3ccccc3n12
    ?, nt
O=C(CN1CCCC1)OCCCC1CCCCC1
    -10.1%, -11.7
Cc1nn(C(C)C(=O)O)c(=O)c2ccccc12 (stereo not given)
    -12.3%, -3.2
CSCCC(NC(=O)COc1ccccc1)C(=O)N(C)Cc1ccc(Cl)cc1Cl (stereo not given)
    9.9%, 11.8
COc1ccccc1N1CCN(/N=C\C(Br)=C\c2ccccc2)CC1
    ?, nt
COc1ccc(NC(=O)CC#N)cc1OC
    11.9%, 3.2
Cc1cc(C)cc(NC2=NC3(CCCCC3)N=C(N)N2)c1
    ?, nt
NNC(=O)C1c2ccccc2Oc2ccccc21
    12.9%, 1.8
COC(=O)c1ccccc1S(=O)(=O)Nc1ccc(OC)nc1
    ?, nt
CN(C)/C=C/C(=O)c1ccc(Cl)cc1
    -10.6%, -23.5
Cc1ccc(S(=O)(=O)c2cc3ccccc3oc2=Nc2ccc3c(c2)OCO3)cc1
    i, 6.1
CN1CCN(C(=O)C2=C[C@@H](c3csc4ccccc34)C[C@@H](OCCCCO)O2)CC1
    -8.1%, -0.3
O=C1/C(=C/c2ccc(Cl)cc2)SC(=S)N1CCC(=O)N1CCCCC1CCO (stereo not given)
    i, -22.1
COc1cc(C2C(C#N)=C(N)Oc3cc(N(C)C)ccc32)cc2c1OCO2 (stereo not given)
    -24.5%, -0.9
CC1(C)C(=O)OC(C(=O)c2ccccc2)C2(CCCCC2)C1=O (stereo not given)
    ?, nt
O=C(CCn1c2c(c3ccccc31)CCCC2)NNC(=O)c1ccc([N+](=O)[O-])cc1
    3.1%, -5.2
COc1ccc(CN(Cc2ccccn2)S(=O)(=O)c2ccc(-n3cnnn3)cc2)cc1
    ?, nt
COc1ccccc1CN1C[C@@H]2C[C@@H](c3ccc4nsnc4c3)N3CCC[C@@]23C1=O
    -17.4%, -11.6
CC1CCN(C(=S)c2cn(Cc3ccccc3F)c3ccccc23)CC1
    -0.5%, -0.7
CCc1ccc(CN2CCC(CO)(CC3CCCCO3)CC2)o1 (stereo not given)
    -0.1%, 9.2
CN1CCCN(S(=O)(=O)c2ccc(O)c(C(=O)O)c2)CC1
    ?, nt
CCOC(=O)C1=C(C)NC(C)=C(C(=O)OCC)C1c1ccccn1
    2.5%, -0.2
N/C(=N\OC(=O)COc1ccc(Cl)cc1Br)c1ccncc1
    ?, nt
Cc1ccc(-c2cc(C(=O)NCCc3ccc(S(N)(=O)=O)cc3)c3ccccc3n2)cc1
    ?, nt
CCOc1ccccc1OCC(=O)NCCc1ccc(S(N)(=O)=O)cc1
    ?, nt
COc1cc(C)ccc1OCc1cc(C(=O)N2CCN(C3CCCCC3)CC2)no1
    i, nt

# Additional results
# Screens in order: S3 lipid droplet, S3 lipid droplet cell count max
O=C(NC12CC3CC(CC(C3)C1)C2)c1ccc(S(=O)(=O)N2CCOCC2)cc1
    13.2%, 7.9
COc1ccc(CCN(/C=C2\Sc3ccccc3C2=O)C(C)=O)cc1OC
    -6.8%, 23.5
CCOC(=O)COn1c(=O)c(=O)n(O)c2ccccc21
    -0.6%, 13.8
CCOc1ccc(/C=N/N2C(C)CCCC2C)cc1OC (stereo not given)
    8.8%, 12.8
C=CCSc1nc(C)c(CCC(C)C)c(=O)[nH]1
    4.6%, 0.6
CC(C)(C)C(=O)N1CCN(c2ncccc2C(F)(F)F)CC1
    ?, nt
Cc1[nH]c2ccccc2c1C(=O)CN1CCSCC1
    ?, nt
Cc1cc(C(=O)CSc2nc(N)cc(=O)[nH]2)c(C)n1Cc1ccco1
    ?, nt
COc1ccccc1NS(=O)(=O)c1cccc(C(=O)OCc2nc3ccccc3s2)c1
    ?, nt
OC(CNCc1ccccc1)(c1ccccc1)c1ccccc1
    ?, nt
COCCNS(=O)(=O)c1cc(OC)c(Cl)cc1Cl
    ?, nt
COc1ccccc1NC(=O)CCn1cccc1
    i, -15.1
COc1ccc(-c2cc3nc(C)cc(N)n3n2)cc1
    0.6%, -5.9
COc1cc(C(=O)Nc2sc(C(=O)N3CCOCC3)c(C)c2C#N)cc(OC)c1OC
    ?, nt
CCOc1cc(-c2c(C)c(C)nc(N)c2C#N)ccc1O
    0.6%, -10.2
CC(=O)N1c2ccc(S(=O)(=O)NCC3CCC(C(=O)NCc4ccc(C)o4)CC3)cc2CC1C (stereo not given)
    i, -9.2
Cc1ccccc1S(=O)(=O)Cc1ccc(C(=O)N(C)C2CCCCC2)o1
    ?, nt
Cc1cc(C)c2c(=O)n(CC(=O)NC3CCCC3)sc2n1
    ?, nt
CC#CCCCC(=O)Nc1cc(OC)nc(OC)n1
    8.9%, 4.1
COc1cc(-c2nnc3n2CCCCC3)cc(OC)c1OC
    ?, nt
O=C(c1ccc(F)cc1F)N(Cc1ccccn1)Cc1ccco1
    ?, nt
COc1ccc(C(=O)NCc2nnc(SCC(=O)Nc3nnc(C)s3)o2)cc1OC
    -9.9%[9.22 µM], -14.3
O=C(CN1CCC(O)(c2ccccc2)CC1)Nc1ccc2c(c1)OCCO2
    ?, nt
COc1ccc(C(=O)O)cc1NC(=S)NC(=O)CSc1ccc(Cl)cc1
    -3.5%, 5.6
CCOc1ccc2[nH]cc(C(=O)O)c(=O)c2c1
    ?, nt
Cc1ccc2nc(N3C(=O)C(O)=C(C(=O)c4ccc(C)o4)C3c3ccco3)sc2c1 (stereo not given)
    ?, nt
COc1ccccc1N1C(=O)CC(N2CCN(c3ccc(F)cc3)CC2)C1=O (stereo not given)
    5.2%, 6.5
